Tau fibril FP: inhibitors of human tau fibril formation. P10636. K18 P301L tau heparin fibrillization, Alexa594 FP, 6 h. Potency, µM (highest dose often 57.7 µM), for inactives: top-dose activity, negative = inhibition, actives largely listed as inhibitors. hit rate 0.39% among 280,000; also: nearly all actives have a fitted effect of over 55% in size
Target sequence (P10636 561-689 P618L limits assumed): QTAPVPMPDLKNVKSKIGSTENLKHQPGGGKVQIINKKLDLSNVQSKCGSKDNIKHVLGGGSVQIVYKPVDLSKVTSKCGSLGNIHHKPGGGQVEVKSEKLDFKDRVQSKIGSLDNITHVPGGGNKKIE
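K18 P301L tau (15 uM unlabeled/0.24 uM Alexa 594-labeled, final) + compound + heparin 20 uM final; 100 mM NaOAc pH 7; 6 hr 37 C; ThT 30 uM final added, 1 hr RT; FP ex 555/em 632 nm.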
L3MBTL1 inh: inhibitors of human L3MBTL1 | AlphaScreen L3MBTL1–H3K9me1 peptide binding | Potency, µM (series often up to 57.1 µM), for the others: at the top dose activity, negative = inhibition, most hits filed as inhibitors | hit rate 0.66% among 230,000 | AID 485360; also: nearly all actives have a fitted effect of over 60% in size
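Read-out is AlphaScreen signal from streptavidin donor and nickel chelate acceptor beads (10 ug/mL final each) bridging L3MBTL1 (50 nM) and biotinylated K9-monomethylated H3(1-15) peptide (75 nM), after 30 min compound exposure at room temperature.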
aGal spleen mod: inhibitors or activators of human alpha-galactosidase in spleen homogenate; P06280; human spleen homogenate, 4MU-alpha-Gal fluorescence, 40 min; Potency, µM (titrated, usually from 80 µM), without a hit: top-dose activity change, negative = inhibition, usual class: inhibitors; hit rate 0.008% among 240,000;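 also: 0% = enzyme with vehicle and -100% = no enzyme basal signal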
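Fluorogenic readout (Ex 365/Em 440 nm) of 4-methylumbelliferone released from 1 mM 4-MU-alpha-galactoside by spleen homogenate, 40 min at 37C, pH 5.0. Data normalized to no-enzyme and enzyme controls; Hill-equation AC50 from compound titrations.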
Tau fibril ThT: blocks human tau fibril formation measured by thioflavin T; P10636; recombinant tau K18 P301L, heparin-induced fibrillization, ThT fluorescence; Potency, µM (titrated, usually from 57.4 µM), without a hit: top-dose activity, negative = inhibition, actives largely listed as inhibitors; hit rate 2.1% among 270,000; AID 1460; also: nearly all actives have a fitted effect of over 55% in size
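Heparin-induced fibrillization of the P301L-mutant K18 repeat-domain fragment of human tau was followed by ThT binding in quantitative high-throughput format.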
TR SRC2 fluor cs: Texas Red fluorescence interference in TRb-SRC2 counter-screen. hit rate 0.29% among 280,000. TRb/SRC2 Texas Red total fluorescence interference. Potency, µM (series often up to 106 µM), for the others: at the top dose fluorescence change, negative = quenching; active = well fitted curve in either direction with a large enough effect; inconclusive = small, poorly fitted or top-dose-only effect
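Human TRb ligand-binding domain at 0.6 uM with 20 nM Texas Red SRC2 peptide in Tris buffer containing 1 uM T3 and 5% DMSO, incubated with compound 5 h at ambient temperature. Total fluorescence (555/632 nm) calculated as parallel + 2 × perpendicular.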
Tau fluor counter: counter-screen for tau fibril formation inhibitors; hit rate 0.93% among 280,000; Potency, µM (highest dose often 57.7 µM), inactives show top-dose activity change, negative = decrease; tau K18 P301L Alexa594 fluorescence, heparin fibrillization; AID 1463; also: nearly all actives have a fitted effect of over 55% in size
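Human tau K18 P301L (15 uM unlabeled, 0.24 uM Alexa 594-labeled) in 100 mM sodium acetate pH 7 with 20 uM heparin, 6 hr at 37 C. ThT 30 uM added, 1 hr ambient; Alexa 594 FP and total fluorescence read at 555/632 nm.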
ALDH1A1 inh: ALDH1A1 (human) enzyme inhibition; P00352; Purified ALDH1A1, NADH fluorescence, propionaldehyde substrate; Potency, µM (titrated, usually from 75.3 µM), inactives show at the top dose activity, negative = inhibition, usual class: inhibitors; hit rate 7.3% among 220,000; AID 1030; active = well fitted inhibition curve with a large enough effect, not every such curve was filed as active; inconclusive = small, poorly fitted or top-dose-only effect, or another doubt; inactive = no such curve, though single readings can be large or run the other way;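 also: plate controls were no enzyme wells and a reference inhibitor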
Target sequence (P00352 whole entry, looked up): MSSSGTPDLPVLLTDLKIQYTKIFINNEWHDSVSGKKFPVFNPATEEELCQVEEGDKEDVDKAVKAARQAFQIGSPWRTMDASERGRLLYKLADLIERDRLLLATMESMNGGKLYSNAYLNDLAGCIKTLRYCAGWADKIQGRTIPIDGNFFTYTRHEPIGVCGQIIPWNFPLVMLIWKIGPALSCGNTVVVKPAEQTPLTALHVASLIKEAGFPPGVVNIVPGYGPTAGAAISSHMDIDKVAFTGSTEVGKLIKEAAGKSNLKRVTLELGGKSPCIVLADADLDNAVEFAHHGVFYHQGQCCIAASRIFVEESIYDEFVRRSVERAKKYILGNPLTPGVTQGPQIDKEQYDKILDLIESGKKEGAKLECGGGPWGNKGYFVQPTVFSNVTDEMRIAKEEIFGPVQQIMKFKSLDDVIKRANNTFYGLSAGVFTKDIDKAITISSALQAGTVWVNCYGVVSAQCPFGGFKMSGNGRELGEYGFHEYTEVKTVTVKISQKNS
TRb-SRC2 inh: inhibitors of human thyroid hormone receptor beta-SRC2 interaction | P10828 | TRbeta-SRC2 peptide binding, fluorescence polarization; receptor liganded with 1 µM T3 | Potency, µM (highest dose often 106 µM), for inactives: at the highest dose activity change, negative = inhibition, usual class: inhibitors | hit rate 0.065% among 280,000 | AID 1469;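 also: plate controls were bound peptide for no effect and peptide without receptor for full effect; nearly all actives have a fitted effect of over 50% in size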
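Quantitative HTS by FP: 0.6 uM TRb LBD, 20 nM labeled SRC2 20-mer, 1 uM T3, 5% DMSO; 5 hr ambient incubation; % activity per concentration and potencies from concentration series.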
* = called active by the depositor; u = inconclusive; x = not tested or not shown; & = joins results of further samples; [ ] = dose if it differs, or a comment. Unless noted, calls follow the shape of the dose curve; as a rule, active = well fitted curve in the direction sought with a large enough effect; inconclusive = small, poorly fitted or top-dose-only effect, or another doubt; inactive = no such curve, though single readings can be large; an effect the other way counts as inactive or inconclusive. Unless noted, % is scaled to controls: 0 for no effect and ±100 for the full control effect; potency is read from the fitted curve at half-maximal effect.

SMILES	Tau fibril FP	L3MBTL1 inh	aGal spleen mod	Tau fibril ThT	TR SRC2 fluor cs	Tau fluor counter	ALDH1A1 inh	TRb-SRC2 inh
NC(=O)[C@@H]1CCCCNc2c(I)cc([N+](=O)[O-])cc2C(=O)N[C@@H](CCC(=O)O)C(=O)N[C@@H](CO)C(=O)N1	-9.9%	u	-0.6%	u	-2.3%	-15.7%	-6.4%	4.5%
CC(C)OP(=O)(OC(C)C)C(NC(=O)c1ccccc1)C(N)=O (stereo not given)	-0.7%	0.1%	-2.4%	-4.5%	-0.4%	-5.4%	x	1.7%
COc1nc(/C(N)=N/O)nc(N2CCCCC2)n1	0.7%	-2.5%	2.8%	-4.6%	0.4%	3.6%	-1.8%	1.1%
OC[C@H]1O[C@@H](n2cnc3cncnc32)[C@H](O)[C@@H]1O	4.7%&8.9%	x	11.1%&1.6%	-5.4%&0.8%	3.1%&1.0%	-5.2%&2.2%	-2.8%&8.8%	-1.2%&-4.3%
O=C(CN(c1ccccc1)S(=O)(=O)c1ccccc1[N+](=O)[O-])NN=C1CCCCCCC1	-3.7%	-13.5%	-9.6%	4.5%	1.1%	-1.6%	-89.8%	13.5%
C=CCn1c(=O)/c(=C/c2ccc(O)cc2)s/c1=C(/C#N)c1nnc2n1CCCCC2	8.2%	-28.0%	-18.4%	u	-0.3%	-14.3%	u	2.1%
Cc1nc(NC2CCCCC2)c2nc(-c3ccccc3)n(CCN3CCCC3)c2n1	-0.7%	x	3.6%	-6.4%	-5.5%	-5.6%	u	4.7%
CNc1nc(-c2ccccc2)nc(-c2ccccc2)c1C#N	4.1%	x	-2.5%	-1.5%	0.1%	3.7%	-2.5%	-6.9%
O=C(COc1cccc2ccccc12)N/N=C/c1ccncc1	-3.6%	-16.1%	-11.2%	u	-0.8%	-20.5%	2.9%	0.6%
Cc1cc(Cl)c(S(=O)(=O)NC(C(=O)O)c2ccccc2)cc1OCC(N)=O (stereo not given)	1.3%	-24.6%[11.4 µM]	-4.2%	3.8%	-2.9%	4.8%	13.1%	-15.4%
CCc1ccc(CNC(=O)C2CCN(c3nn4cc(-c5ccc(OC)cc5)nc4s3)CC2)cc1	2.5%	x	x	u	-9.6%	-6.8%	x	5.7%
COc1ccccc1-c1cc(C(=O)Nc2cccnc2)no1	-6.8%	0.2%	6.7%	u	-5.3%	-19.3%	1.9%	-6.9%
Cc1ccc(CN2C(=O)c3ccccc3Sc3ccc(C(=O)NC4CCCC4)cc32)cc1	-3.2%	x	x	-1.9%	0.3%	-3.7%	x	0.4%
Cc1ccc(NC(=O)CCc2c(C)nc3c(-c4ccc(F)cc4)c(C)nn3c2C)cc1F	-8.7%	x	x	10.2%	-3.3%	-13.5%	x	-5.8%
Cc1nc2c(C(=O)NCc3ccccc3Cl)c[nH]n2c(=O)c1Cc1cccc(Cl)c1	-8.9%	x	x	u	u	-29.8%	x	-4.7%
O=C(CCN1C(=O)c2ccccc2S1(=O)=O)NCc1ccco1	3.0%	x	-1.2%	0.2%	-0.9%	-0.9%	-4.4%	5.6%
CCCn1c(=O)c2ccccc2n2c(SCC(=O)c3ccc(F)cc3)nnc12	-4.8%	x	-15.3%	-1.4%	0.0%	-6.4%	11.0%	-10.2%
CCOc1cc(S(=O)(=O)N2CCC(Cc3ccccc3)CC2)c(OCC)cc1-n1cnnn1	-6.1%	x	6.2%	-14.5%	-3.1%	-15.3%	u	11.1%
Oc1cc(NCc2cccnc2)ccc1-c1nc2ccccc2o1	5.6%	-7.6%	12.9%	u	-1.6%	u	u	0.2%
FC(F)(F)c1cnc(C(c2ccccn2)c2ncn[nH]2)c(Cl)c1 (stereo not given)	-4.7%	8.91µM*	0.2%	-5.9%	-1.6%	-0.6%	14.0%	-3.5%
COc1ccc(CNS(=O)(=O)c2ccc(-c3cnc(C4CC4)o3)cc2)cc1	-4.8%	x	x	-11.3%	-0.4%	-13.0%	x	7.0%
CCOC(=O)c1c(NC(=O)CNC2CCCc3ccccc32)sc(C(N)=O)c1C (stereo not given)	-1.0%	2.2%	-4.9%	0.0%	-2.2%	11.7%	u	-7.0%
Cc1ccc(CC(CC(=O)O)C(=O)NCc2ccccc2)cc1 (stereo not given)	3.7%	6.4%	-2.0%	3.7%	-0.9%	8.8%	8.7%	0.1%
CCS(=O)(=O)Nc1cccc(-c2cc(-c3ccccc3)c3cc(C)ccc3n2)c1	1.4%	14.3%	-1.4%	-4.6%	u	-3.5%	18.8%	-9.4%[53 µM]
CCCc1nnc(SCc2ccc(C(=O)OC)o2)n1N	0.6%	1.1%	-1.3%	11.0%	-6.9%	-0.3%	2.8%	-0.5%
SMILES	Tau fibril FP	L3MBTL1 inh	aGal spleen mod	Tau fibril ThT	TR SRC2 fluor cs	Tau fluor counter	ALDH1A1 inh	TRb-SRC2 inh
Cc1cc(C(=O)N/N=C/c2cc(Br)cc([N+](=O)[O-])c2O)c2ccccc2n1	u	u	6.8%	7.94µM*	-4.0%	u	-8.7%	2.9%
COc1ccc(C(=O)Nc2cc3c(cc2C(=O)c2ccccc2Cl)OCCO3)cc1	u	x	x	3.9%	1.9%	-21.6%	x	-5.0%
CCOC(=O)c1ccc(-n2c(CC)nc3ccccc3c2=O)cc1	-2.7%	-16.5%	-0.4%	-0.8%	1.4%	-5.8%	-3.1%	-4.3%
CCC1CN(C(=O)N2CCC(C(=O)NCCN(C)C)CC2)c2ccccc2O1 (stereo not given)	1.9%	x	x	-2.1%	-11.9%	-11.7%	x	-0.5%
COC(=O)c1cnn(-c2ccccc2)c1/C=N/NC(=S)Nc1ccccc1	-12.0%	-3.6%	-4.9%	-11.2%	1.5%	-17.0%	x	-2.9%
COC(=O)c1ccccc1NC(=O)c1cc(CN2CCCC2)on1	-5.8%	x	x	0.7%	-1.7%	-2.9%	x	-1.2%
CCOC(=O)Cn1c(=O)oc2cc(S(=O)(=O)Nc3c(C)cc(C)cc3C)ccc21	10.3%	x	-6.9%	-17.0%	-1.1%	-26.8%	6.2%	-3.0%
O=C(COc1ccccc1Br)NCc1ccccn1	u	x	8.2%	-6.7%	-1.2%	-11.7%	-2.9%	-1.0%
COc1ccccc1N(Cc1cc(=O)[nH]c2ccccc12)C(=O)c1cccc([N+](=O)[O-])c1	4.0%	-4.0%	1.4%	u	-2.0%	-25.9%	x	-4.9%
CC(C)c1ccc(-n2cccc2/C=C2/C(=N)N3C=CSC3=NC2=O)cc1	2.9%	-0.7%	4.8%	u	0.5%	-26.4%	11.5%	-0.7%
O=c1c2ccccc2cnn1Cc1n[nH]c(=S)n1-c1ccccc1F	2.8%	-1.7%	5.0%	3.9%	-2.5%	5.7%	x	-0.3%
O=C(NCCC1=CCCCC1)c1ccc(Cl)c(S(=O)(=O)Nc2ccccc2)c1	-12.7%	4.1%	3.1%	-5.8%	-0.2%	u	u	9.3%
Cc1coc2c(C)c3oc(=O)c(CCC(=O)NCCc4ccccc4)c(C)c3cc12	0.3%	x	x	-1.1%	1.4%	7.9%	x	3.8%
Cc1c(Cl)cccc1N1C(=O)C2ON(c3ccccc3)C(c3cccnc3)C2C1=O (stereo not given)	-4.9%	2.2%	5.2%	-2.0%	-1.3%	-7.0%	-15.5%	-0.4%
Cc1ccc(CNc2nc(N)c([N+](=O)[O-])c(Nc3ccc(F)cc3)n2)cc1	1.2%	0.0%	1.2%	0.3%	-3.9%	-0.9%	14.5%	-7.8%
CC1CCCCC1NC(=O)C1CCN(C(=O)c2sccc2-n2cccc2)CC1 (stereo not given)	-10.4%	-1.0%	-2.6%	-6.6%	0.5%	2.1%	1.12µM*	-9.8%
CC(NC(=O)CNC(=O)OCc1ccccc1)C(=O)N1CC(O)CC1C(=O)OCc1ccccc1 (stereo not given)	-10.6%	3.4%	-0.5%	-11.6%	-3.0%	-12.5%	-5.4%	-3.3%
COc1ccc(S(=O)(=O)CCC(=O)Nc2cccc(OC)c2)cc1	-4.8%	x	0.5%	-7.7%	0.1%	-6.4%	-3.8%	-6.1%
Cc1nn2c3c(cnc2c1-c1ccccc1)C(=O)CC(c1ccco1)C3 (stereo not given)	-11.4%	2.1%	4.7%	-10.1%	-1.0%	-14.4%	25.1µM*	-5.6%
CCn1nc(C(=O)OCC(=O)c2cc(C)n(Cc3cccs3)c2C)c2ccccc2c1=O	-0.5%	-15.6%	-2.7%	-7.6%	0.5%	-13.6%	u	-5.9%
Cc1ccc(-c2noc(CCC(=O)NCCN3CCOCC3)n2)cc1	5.5%	-0.6%	14.7%	-4.8%	-1.5%	3.0%	2.5%	-8.1%
O=C(Nc1ccccc1Cl)c1ccc(COc2ccc3c(c2)CCC3)cc1	1.9%	5.4%	6.5%	-18.5%	1.5%	-7.3%	3.7%	-3.1%
O=C(Cn1cncn1)N/N=C/c1ccccc1Cl	9.9%	1.2%	-6.0%	-3.5%	-0.2%	6.2%	x	-0.6%

Screening data as filed in PubChem BioAssay.
